RmlCD inh 1536: inhibitors of Mycobacterium tuberculosis RmlC and RmlD coupled enzymes | RmlC+RmlD coupled enzyme assay, percent inhibition; primary screen in compound mixtures | actives 0.03% (n = 160,000) | AID 1533 | inhibition, % at 3.6 µM; in the data active = inhibition mostly above about 34%, no sharp cut-off; inconclusive = no clear call, values can overlap the other calls; inactive = mostly below about 22%; note: some results filed as inactive read as strong as hits
Target sequence (P9WH09 whole entry, looked up): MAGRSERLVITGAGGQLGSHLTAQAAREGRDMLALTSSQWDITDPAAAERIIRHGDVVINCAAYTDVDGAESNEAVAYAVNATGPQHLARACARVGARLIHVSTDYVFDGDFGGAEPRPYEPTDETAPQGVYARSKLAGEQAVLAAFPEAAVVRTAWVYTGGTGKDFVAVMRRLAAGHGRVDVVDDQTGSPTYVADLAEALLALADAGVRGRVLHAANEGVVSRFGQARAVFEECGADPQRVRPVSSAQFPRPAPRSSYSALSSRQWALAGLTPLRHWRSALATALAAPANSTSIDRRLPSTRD
Target sequence (P9WH11 whole entry, looked up): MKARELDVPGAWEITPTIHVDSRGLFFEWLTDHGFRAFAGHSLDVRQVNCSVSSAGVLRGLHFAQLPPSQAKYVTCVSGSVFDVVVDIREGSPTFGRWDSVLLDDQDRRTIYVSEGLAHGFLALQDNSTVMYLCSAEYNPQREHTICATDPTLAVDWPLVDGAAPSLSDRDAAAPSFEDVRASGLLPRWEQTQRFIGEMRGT
M. tuberculosis GlmU: inhibition of mycobacterial GlmU enzyme – biochemical, glucosamine-1-phosphate acetyltransferase (AID 1376); M. tuberculosis GlmU acetyltransferase enzyme assay; higher % means a stronger effect; inhibition, %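 (tested at 30 µM in the primary screen)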, or IC50 in µM where a hit was titrated; actives 0.25% (n = 220,000); in the data active = inhibition above about 13%; inconclusive = no clear call, values can overlap the other calls;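 note: 0% = complete reaction with vehicle and 100% = reaction without substrate; strong numbers were not always called active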
The depositor's hits bear a star; ? = inconclusive; nt = not tested or not shown. Not all compounds are listed. The share of hits here may be higher or lower than overall.

| SMILES | RmlCD inh 1536 | M. tuberculosis GlmU |
| --- | --- | --- |
| O=C(O)c1c2c(nc3ccc(S(=O)(=O)N4CCC(C(=O)N5CCCCC5)CC4)cc13)CCCC2 | -3 | -4.3% |
| CN(c1cccc(Cl)c1)S(=O)(=O)c1cccc(C(=O)Nc2nc3ccccc3[nH]2)c1 | -8 | -5.3% |
| CCOc1ccc(S(=O)(=O)NCc2ccco2)c2ccccc12 | nt | 7.5% |
| O=C(NCc1ccco1)C(Cc1ccccc1)N1C(=O)C2C3C=CC(C3)C2C1=O (stereo unspecified) | 1 | 4.0% |
| CC(NC(=O)Nc1nccs1)(C(F)(F)F)C(F)(F)F | nt | 2.5% |
| O=C(CSCC(=O)Nc1nccs1)Nc1ccccc1 | 7 | 1.3% |
| CC(C)NCC(O)(c1ccc(Cl)cc1)c1ccc(Cl)cc1 | 6 | 7.2% |
| C=CCOc1ccc(C2/C(=C(\O)c3ccc(F)cc3)C(=O)C(=O)N2CCCN(C)C)cc1 (stereo unspecified) | 6 | -1.1% |
| Cn1c(SCC(=O)NCc2ccc(F)cc2)nc2ccccc21 | nt | 1.2% |
| CC(C)CC(=O)Nc1ccccc1N1CCN(C(=O)c2ccccc2)CC1 | 9 | nt |
| COc1ccc(NC(=O)c2ccc(-c3ccc([N+](=O)[O-])cc3)o2)cc1OC | nt | 0.0% |
| O=C(O/N=C(/c1ccccc1)c1ccncc1)c1ccc(F)cc1 | 5 | 7.9% |
| O=C1N(c2cccc3ccccc23)C(c2ccccc2)N2CCCN12 (stereo unspecified) | -6 | 0.1% |
| CC(=O)Oc1ccc(Cl)cc1/C=C/c1ccc2ccccc2n1 | 5 | 3.8% |
| O=S(=O)(NCc1ccccn1)c1ccc(F)cc1 | 1 | -0.8% |
| O=C1CSC2(C(=O)N3CCCc4cccc2c43)N1c1cccc(C(F)(F)F)c1 (stereo unspecified) | -11 | 3.0% |
| Cc1cc(C)nc(NN=C2CCCC2)n1 | 9 | -4.7% |
| CCN(CC)S(=O)(=O)c1ccc(OCCNS(C)(=O)=O)cc1 | -14 | 1.3% |
| Cc1ccc2c(CC(=O)OCC(=O)Nc3ccc(Cl)cn3)coc2c1 | 11 | -0.3% |
| Cn1c(CNc2ccccc2)cc(=O)n(C)c1=O | nt | 5.5% |
| COC(=O)C1=CN(CC2CCCO2)C=C(C(=O)OC)C1c1cccc(O)c1 (stereo unspecified) | 4 | 6.8% |
| C=CCN1C(=O)CSC1=Nc1ccc(O)cc1 | 10 | -0.7% |
| Oc1ccc2c(c1)C1CCCC1(N1CCOCC1)O2 (stereo unspecified) | nt | 2.4% |
| CCC(=O)N1CCc2cc(S(=O)(=O)NCCC(=O)Nc3cc(C)cc(C)c3)ccc21 | 5 | 0.6% |
| O=C(c1cc2c(ccc3ccccc32)o1)N1CCN(c2ncc(C(F)(F)F)cc2Cl)CC1 | nt | -4.3% |
| CCOc1ccc(-n2c(SCC(=O)Nc3ccccc3C)n[nH]c2=O)cc1 | 3 | -1.4% |
| CCC(NC(=O)Cn1cnc2c(=O)n(C)c(=O)n(C)c21)c1ccccc1 (stereo unspecified) | -7 | 3.1% |
| O=c1c2ccccc2nc(SCc2cn3ccsc3n2)n1-c1ccccc1 | 5 | 6.7% |
| CCOc1ccccc1N1Cc2ccccc2C1 | 2 | nt |
| Cc1ccc(S(=O)(=O)N(C)c2ccc3sc(C)nc3c2)cc1 | 2 | 4.5% |
| CC(C)C(NS(=O)(=O)c1cccc2nsnc12)C(=O)N1CCc2ccccc2C1 (stereo unspecified) | -6 | 1.7% |
| O=C(NCc1ccco1)/C(=C/C=C/c1ccccc1)NC(=O)c1ccco1 | -6 | 6.8% |
| COc1ccccc1Cn1nnc2c(=O)[nH]c(C3CCN(C(=O)c4ccc(C)cc4)CC3)nc21 | -10 | nt |
| COc1ccc(N(C(=O)c2ccc(C)cc2)S(=O)(=O)c2cccs2)cc1 | -9 | 0.6% |
| COc1ccc(CCNC(=O)C2(C)CCC(=O)N2Cc2ccc3c(c2)OCO3)cc1OC (stereo unspecified) | nt | 7.8% |
| CCC(=O)Nc1cccc(NC(=S)NC(=O)c2ccc(C)cc2)c1 | 10 | -0.3% |
| COc1ccccc1OCc1ccc(C(=O)NC(C)(C)C)o1 | nt | -2.6% |
| O=S(=O)(NC(=S)NC1CCCCC1)c1cccs1 | -4 | 2.3% |
| COc1ccc2cc3cc(C(=O)NCCN4CCc5ccccc5C4)oc3nc2c1 | -9 | -3.6% |
| CC1(C)CC(NC2C3CC4CC(C3)CC2C4)CC(C)(C)N1 (stereo unspecified) | nt | 6.0% |
| O=C(CN1C(=O)C2C3C=CC(C3)C2C1=O)NCc1ccc2c(c1)OCO2 (stereo unspecified) | -3 | 0.8% |
| C=CCn1c(-c2cccc(OCC)c2)n[nH]c1=S | 8 | 4.0% |
| CSc1ccccc1C(=O)C1CCCN(Cc2ccn[nH]2)C1 (stereo unspecified) | 6 | 10% |
| CC1(C)CC(=O)C2=C(C1)NC(=O)CC2c1ccc(F)cc1 (stereo unspecified) | -10 | -5.8% |
| CC(C)NC(=S)N/N=C/c1c[nH]c2ccccc12 | 2 | 3.8% |
| CCN(CC)C(=O)c1sc2c(c1C)c(=O)n(-c1ccc(C)c(C)c1)c(=O)n2CC(=O)NCC1CCCO1 (stereo unspecified) | -4 | -1.9% |
| O=S(=O)(c1ccc(NC(=S)N/N=C/c2ccc(O)c(O)c2)cc1)N1CCOCC1 | 4 | 4.3% |
| Clc1ccc(-c2nc3ccccc3n2OCc2ccccc2)cc1 | -5 | -1.5% |
| CCc1ccc(C(=O)N2CCN(c3ccc(F)cc3)CC2)s1 | 6 | -3.5% |
| CC(=O)c1cnc2cc(C)nn2c1C | 76 | 0.2% |
| O=S(=O)(Nc1ccc2c(c1)OCCO2)c1ccc2oc3ccccc3c2c1 | 2 | -5.2% |
| O=C(NCc1csc(-c2cccs2)n1)C1CCC1 | -12 | 4.8% |
| COc1ccc(S(=O)(=O)N2CCC(C(N)=O)CC2)c2ccccc12 | 2 | -1.4% |
| Cc1cc(NC(=O)/C=C/c2cccc(Cl)c2)n(-c2nc3ccccc3[nH]2)n1 | 5 | 6.8% |
| CCOCCCn1c(SCC(=O)Nc2ccc(C(N)=O)cc2)nc2ccccc2c1=O | -6 | -1.8% |
| COc1c(Cl)cc(Cl)cc1CNCCNCC(C)O (stereo unspecified) | nt | 2.0% |
| CCN(CC)c1ccc(C2C(C(=O)OCCOC)=C(C)NC3=C2C(=O)CCC3)cc1 (stereo unspecified) | -2 | -3.8% |
| COC(=O)C(O)(NC(=O)NC(C)=O)C(F)(F)F (stereo unspecified) | 1 | -0.5% |
| COc1ccc(C)cc1NC(=O)c1nnn(Cc2cccc(F)c2)c1N | -5 | 0.4% |
| COc1cc(-c2nc(C)c(C(C)=O)n2O)ccc1OCC(=O)Nc1ccc(F)cc1 | 15 | 1.9% |

Entries above that contain an aryl thioether with sulfur outside any ring (five):
| SMILES | RmlCD inh 1536 | M. tuberculosis GlmU |
| --- | --- | --- |
| Cn1c(SCC(=O)NCc2ccc(F)cc2)nc2ccccc21 | nt | 1.2% |
| CCOc1ccc(-n2c(SCC(=O)Nc3ccccc3C)n[nH]c2=O)cc1 | 3 | -1.4% |
| O=c1c2ccccc2nc(SCc2cn3ccsc3n2)n1-c1ccccc1 | 5 | 6.7% |
| CSc1ccccc1C(=O)C1CCCN(Cc2ccn[nH]2)C1 (stereo unspecified) | 6 | 10% |
| CCOCCCn1c(SCC(=O)Nc2ccc(C(N)=O)cc2)nc2ccccc2c1=O | -6 | -1.8% |

More results:
| SMILES | RmlCD inh 1536 | M. tuberculosis GlmU |
| --- | --- | --- |
| CN1CCN(S(=O)(=O)c2cccc(C(=O)Nc3nc(-c4ccccc4)cs3)c2)CC1 | 6 | nt |
| CCC(=O)c1cc2c(C)cc(=O)oc2c(C)c1OC | 5 | 2.7% |
| CCCCC(=O)Nc1ccc(C(=O)Nc2ccc(S(=O)(=O)Nc3nccc(C)n3)cc2)cc1 | -3 | 0.8% |
| CCCCn1c(N)c(N(CC)C(=O)c2cc(OC)cc(OC)c2)c(=O)[nH]c1=O | -10 | -0.8% |
| COCCCNC(=O)c1c(N)n(/N=C/c2cccs2)c2nc3ccccc3nc12 | 12 | -5.1% |
| COc1ccccc1NC(C)C(=O)N/N=C/c1ccccc1OCc1cccc(Br)c1 (stereo unspecified) | -1 | 3.9% |
| COc1ccc(-c2c(C#N)c(N)nc3c2CCCCCC3)cc1OC | nt | -0.5% |
| O=C(Nc1ccc(F)cc1)OCCN1CCN(Cc2ccccc2)CCC1=O | nt | -1.2% |
| COC(=O)c1ccc(Nc2cc(C)nc3ccc(C)cc23)cc1 | -5 | -1.1% |
| CCc1cccc(NC(=O)CCCCCC2NC(=O)NC2C)c1 (stereo unspecified) | -10 | 0.0% |
| CC(=O)c1c(C)[nH]c(C(=O)CSc2nnc(C)s2)c1C | 12 | -2.0% |
| Cc1nc2ccc(N=NN(C)C)cc2[nH]1 | 6 | -0.3% |
| COc1ccc(N(C)C(=O)c2oc(=O)c3ccccc3c2-c2ccccc2)c(OC)c1 | -8 | 6.6% |
| Cc1ccc(C)c(NC(=O)CSc2nnc(Cc3cccn3C)n2-c2ccc(F)cc2)c1 | -9 | 7.2% |
| CCCCN(C)C(=O)C1CCN(CCCc2ccccc2)CC1 | -3 | nt |
| COc1cc(OC)nc(-n2ncc(Br)c(Br)c2=O)n1 | nt | 9.2% |
| COc1ccc(C2=NN(CC(=O)NCc3ccco3)C(=O)CC2)cc1 | nt | -2.5% |
| CN(C)c1ccc(NC(=O)COC(=O)CCC(=O)c2ccc(F)cc2)cc1 | ? | nt |
| C=CCNC(=O)C(=O)c1c(-c2ccccc2)[nH]c2ccccc12 | nt | -4.7% |
| C/C(=N\N1CCN(C)CC1)c1c(O)[nH]c(=O)[nH]c1=O | nt | -4.6% |
| COc1ccc(C(=O)NC2CCN(C(=O)Nc3ccccc3Cl)CC2)cc1 | -6 | 2.7% |
| O=C(N/N=C/c1cc(Br)ccc1O)C(=O)Nc1ccccc1OC(F)(F)C(F)F | 10 | -0.4% |
| CC(C)(C)Nc1nc2cc([N+](=O)[O-])ccc2o1 | 5 | 5.6% |
| COc1cc(C(=O)NCCc2ccc(S(=O)(=O)N3CCCC3)cc2)cc(OC)c1OC | 6 | 4.7% |
| Cc1occc1-c1nnc(SCC(=O)N2CCN(c3ccc(F)cc3)CC2)n1C | nt | -2.8% |
| O=C(Cn1c(=O)n(Cc2ccco2)c(=O)c2ccccc21)Nc1cccc(Cl)c1 | -11 | 1.7% |
| COc1cc(/C=N/N=C2\CC3CCC2(C)C3(C)C)ccc1O (stereo unspecified) | 61 | nt |
| C/C(=N/NC(=O)C1COc2ccccc2O1)c1ccc(Br)s1 (stereo unspecified) | 3 | 1.6% |
| COc1ccc(N(CC(O)Cn2c(C)nc3ccccc32)S(=O)(=O)c2ccc(C)cc2)cc1 (stereo unspecified) | 5 | 4.0% |
| O=C(NCCC1=CCCCC1)C(=O)NCC(c1ccco1)N1CCN(c2ccc(F)cc2)CC1 (stereo unspecified) | 5 | 5.6% |
| CCCCC(=O)Nc1ccc(NC(=O)c2ccc([N+](=O)[O-])cc2Cl)cc1OC | -15 | -1.9% |
| COc1ccc(Cn2nnnc2C(c2ccc3ncccc3c2)N2CCN(C3CCCCC3)CC2)cc1 (stereo unspecified) | -9 | 1.4% |
| COc1cccc(NC(=O)NCc2ccccc2F)c1 | 0 | 1.6% |
| Cn1c(N)c(C(=O)COC(=O)c2ncc(Cl)c(Cl)c2Cl)c(=O)n(C)c1=O | -5 | 4.0% |
| O=C(Cn1ncc2c(=O)oc3ccccc3c21)NCCCN1CCCC1=O | nt | -5.6% |
| CC(C)CCN(C(=O)CNC(=O)c1ccco1)C(C(=O)NC1CCCCC1)c1ccco1 (stereo unspecified) | nt | -7.4% |

Looked up one by one from the entries so far:
| SMILES | RmlCD inh 1536 | M. tuberculosis GlmU |
| --- | --- | --- |
| O=S(=O)(NCc1ccccn1)c1ccc(F)cc1 | 1 | -0.8% |
| CCC(=O)Nc1cccc(NC(=S)NC(=O)c2ccc(C)cc2)c1 | 10 | -0.3% |
| CC(=O)c1cnc2cc(C)nn2c1C | 76 | 0.2% |
| COc1ccc2cc3cc(C(=O)NCCN4CCc5ccccc5C4)oc3nc2c1 | -9 | -3.6% |

New compounds follow:
| SMILES | RmlCD inh 1536 | M. tuberculosis GlmU |
| --- | --- | --- |
| CC(C)CN(CC(C)C)c1ccc(C=C2C(=O)NC(=S)NC2=O)cc1[N+](=O)[O-] | 10 | 2.6% |
| O=C(O)c1[nH]c(=O)[nH]c(=O)c1F | nt | -0.5% |
| Cc1ccc(SCC2CNc3nc4ccccc4c(=O)n32)c(C)c1 (stereo unspecified) | nt | -1.5% |
| COc1cc(C2C(C(C)=O)=C(O)C(=O)N2CCN(C)C)ccc1O (stereo unspecified) | nt | 0.1% |
| CCN(CC)C(=O)CSc1nc2cc(OC)c(OC)cc2c(=O)n1Cc1ccc(Cl)cc1 | 3 | -0.2% |
| CCOC(=O)CSc1cc(CS(=O)c2ccc(Cl)cc2)nc(-c2ccccc2)n1 (stereo unspecified) | nt | 0.4% |
| CCN(CC)CCNC(=O)c1ccc(NC(=O)c2ccc(F)cc2)cc1 | 7 | -4.3% |
| CC(C)(C)c1ccc(OC(=O)c2ccc3nsnc3c2)cc1 | 10 | 2.4% |
| O=C(NCCc1nnc2ccc(NCc3ccccc3Cl)nn12)c1ccccc1 | 10 | -0.2% |
| Cc1ccnc(SCC(=O)c2cccc([N+](=O)[O-])c2)n1 | 37 | -6.2% |
| COC(=O)c1cn(NC(=O)Cn2nc([N+](=O)[O-])c(Cl)c2C)c(=O)c2ccccc12 | 11 | 0.5% |
| C=CCN1C(=O)C(Cc2ccc(F)cc2)S/C1=N/N=C/c1cccs1 (stereo unspecified) | 4 | 5.2% |
| Cc1ccccc1OCCn1c(=O)oc2ccccc21 | 2 | 0.1% |
| Cn1c(SCc2nc3ccccc3[nH]2)nnc1-c1ccccn1 | 4 | -1.1% |
| COc1ccnc(Oc2ccccc2)c1C(=O)N/C=N/OCc1ccccc1F | 0 | -4.6% |
